hcGAS lum: inhibitors of human cGAS | recombinant h-cGAS, ATP depletion, Kinase-Glo luminescence | inhibition, % at 12.5 µM | 0.081% of 290,000 active | AID 1259398;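 further: 0% = vehicle reaction and 100% = reaction without DNA for no activity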
Target sequence (Q8N884 whole entry, looked up): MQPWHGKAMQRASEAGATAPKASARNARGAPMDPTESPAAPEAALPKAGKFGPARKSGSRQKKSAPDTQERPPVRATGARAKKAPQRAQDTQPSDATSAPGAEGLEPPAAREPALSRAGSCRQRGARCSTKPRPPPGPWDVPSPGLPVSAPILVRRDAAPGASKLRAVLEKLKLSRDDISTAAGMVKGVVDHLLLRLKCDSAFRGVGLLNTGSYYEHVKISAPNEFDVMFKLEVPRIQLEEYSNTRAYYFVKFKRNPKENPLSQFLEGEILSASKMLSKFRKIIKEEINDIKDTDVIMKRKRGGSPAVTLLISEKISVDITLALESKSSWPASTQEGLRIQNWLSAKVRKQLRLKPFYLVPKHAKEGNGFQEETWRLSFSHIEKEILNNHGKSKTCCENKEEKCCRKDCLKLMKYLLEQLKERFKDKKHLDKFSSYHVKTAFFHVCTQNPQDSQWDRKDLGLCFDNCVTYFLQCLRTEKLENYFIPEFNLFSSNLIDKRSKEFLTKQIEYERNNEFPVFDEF
mcGAS lum: blocks mouse cGAS activity; Q8C6L5; recombinant cGAS, Kinase-Glo ATP depletion luminescence; inhibition, % at 12.5 µM; 0.15% of 160,000 active; AID 1259399;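 further: 0% = negative control wells and 100% = reference inhibitor with no enzyme activity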
NPYLR7 agonist: activates Aedes aegypti NPYLR7 receptor | HEK293T NPYLR7/Galpha15, GCaMP6s calcium fluorescence | activation, % at 10 µM | 0.15% of 270,000 active; in the data active means activation above about 40%;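 further: 0% = vehicle and 100% = reference agonist at the receptor; some compounds past the cut are filed as inactive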
Numbers without * were called inactive; . = not tested or not shown; & = joins results of further samples. Unless noted, no stated cut-off is given here; in the data, active means inhibition above about 40%; inactive means the rest.

SMILES | hcGAS lum | mcGAS lum | NPYLR7 agonist
CS(=O)(=O)c1cccc(C(=O)Nc2c3c(nc4ccccc24)CCCC3)c1 | -3 | . | 12
CCNC(=O)Cc1cccc(N(Cc2ccccc2)C(=O)NC(C)(C)C)c1 | -7 | . | 5
CN(C)c1ccc(N)cc1CN(CC1CCCO1)C(=O)c1ccco1 (stereo not drawn) | -2 | -6 | -1
NC1=NC(=O)/C(=C\c2ccc(Cl)cc2Cl)S1 | 8 | -3 | -3
CCc1oc(C(=O)N2C[C@H]3CC=CC[C@H]3C2)cc1CN1CCCC1 | -6 | -14 | 8
COC(=O)c1ccc2c(c1)S(=O)(=O)N(C1CCCCC1C)C2=O (stereo not drawn) | -1 | . | -1
CCCN(C)C(=O)c1c(C)cc(C)n1Cc1cccc(C)c1 | -16 | -4 | 15
O=C(O)CC1CNCCN(C(=O)c2ccccc2-c2ccccc2)C1 (stereo not drawn) | -6 | . | 5
COc1cc2c(cc1OC)C(c1ccc(F)cc1)N(C(=O)COc1ccc(Cl)cc1)CC2 (stereo not drawn) | -2 | -5 | 15
CCc1c(C)nn(CC(=O)N2CCC(c3nn(C)c(=O)n3CC)CC2)c1C | -3 | . | 0
CCOC(=O)C(c1ccc(OC)c(OC)c1)C1C=CC(NS(=O)(=O)c2ccc(-c3ccccc3)cc2)C1 (stereo not drawn) | -9 | -7 | 10
CC(C)CC(C(=O)NCc1ccco1)N1C(=O)CSC1c1ccc(C(F)(F)F)cc1 (stereo not drawn) | -8 | -5 | 29
CC(C)(Oc1ccc(Cl)cc1)C(=O)N1CCN(Cc2nc3ccccc3c(=O)[nH]2)CC1 | -7 | . | 0
Cc1ccc(OC2CCN(Cc3ccncc3)CC2)c(C(=O)N2C[C@@H]3CCC[C@H]2C3)c1 | -10 | . | 13
CN1CCN(S(=O)(=O)c2ccc3[nH]cc(C(=O)O)c(=O)c3c2)CC1 | -3 | -6 | 1
CCOc1cc(C)c(CN2CCCN([C@H]3COC[C@@H]3O)CC2)cc1C(C)C | -13 | -7 | .
O=c1[nH]c(SCc2csc(-c3ccc(F)cc3)n2)nc2sccc12 | -5 | . | 5
C[C@H]1C(=O)N(C)CCN1C(=O)c1ccc(OC2CCN(CCc3ccccc3)CC2)cc1 | -3 | -2 | 0
CCN1CCc2c(sc3nc(C4CCCCC4)nc(N4CCNCC4)c23)C1 | -3 | . | 2
CN(CCCNC(=O)C1CC=CCC1C(=O)N1CCN(c2ccccn2)CC1)c1ccccc1 (stereo not drawn) | -5 | -3 | -4
Cc1cn2c3c(=O)n(C)c(=O)n(C)c3nc2n1CC(=O)C(C)(C)C | -7 | . | 1
COc1ccccc1CNC(=O)CCc1ccc2c(c1)OCO2 | -4 | -8 | 6
COc1ccc(C2c3cccn3-c3ccccc3N2C(=O)CN(C(=O)c2ccccc2Br)C2CC2)cc1 (stereo not drawn) | -6 | -6 | -7
CC(c1nc2ccccc2s1)N(C)S(=O)(=O)/C=C/c1ccccc1 (stereo not drawn) | -8 | . | -2
Cc1cc(OC(=O)/C=C/c2ccccc2)c([N+](=O)[O-])c(=O)[nH]1 | 3 | 0 | -3
(cont.)
SMILES | hcGAS lum | mcGAS lum | NPYLR7 agonist
CC(C)(C)C1CCC(NC(=O)CCCCn2ccnc2CO)CC1 (stereo not drawn) | -10 | . | 9
CN1CCCC2(CCN(Cc3sc4ccccc4c3Cl)C2)C1=O (stereo not drawn) | -7 | . | 8
Cc1ccc(-c2nccn2-c2cccc(N3CCCC3=O)c2)o1 | -1 | . | -5
Cc1cc2nc(-c3ccc(NC(=O)c4cc(Br)ccc4Cl)cc3)oc2cc1C | -3 | -6 | 13
COc1ccc(-n2c(-c3ccc(Br)cc3)c[n+]3c2CCC3)cc1 | 0&-9 | . | 0&0
Nc1nc(Cl)cc(Nc2cccc(C(F)(F)F)c2)n1 | -6 | -9 | 0
O=C(Nc1ccc(Cl)cn1)C1CCN(c2cn[nH]c(=O)c2Cl)CC1 | -4 | . | -1
COc1ccc(CCCNC(=O)C2CCC(=O)N(CCN3CCOCC3)C2)cc1 (stereo not drawn) | -7 | . | -5
Cc1cc(C)nc(SCc2cc(=O)c(OC(=O)C(C)(C)Oc3ccc(Cl)cc3)co2)n1 | -6 | 9 | -8
CC(C)=CCN1CCOC(CCNS(=O)(=O)C2CC2)C1 (stereo not drawn) | -3 | -5 | .
Cc1nnnn1CCc1nc(C(C)C)nn1-c1ccccc1Cl | -8 | -11 | .
Cc1cc(C)nc(SCc2cc(=O)c(OC(=O)c3ccccc3Cl)co2)n1 | -7 | -5 | -13
CCCN(CC(=O)N1CC(=O)N(c2cccc(C)c2)C1)C(=O)CCC1CCCC1 | -2 | -2 | 15
Cc1cccnc1CN1CCN(Cc2c(C)nn(C)c2Cl)CC1 | -3 | . | 27
Cc1nnc(-c2cc3ccccc3n2Cc2c(F)cccc2Cl)o1 | -2 | -1 | -7
CC(C)NC(=O)N(CCN1CCOCC1)Cc1nccn1Cc1cccc(Cl)c1 | -6 | -4 | 7
CC1=C2C[C@H]3O[C@@]3(C)CCC3O[C@@]3(C)C[C@@]2(O)OC1=O (stereo partly drawn) | -4 | -6 | -6
Cc1[nH]n(-c2nc(-c3ccc(Br)cc3)cs2)c(=O)c1N=Nc1ccc(Cl)c(Cl)c1 | -4 | -5 | 8
CCCN(CC1CC1)C(=O)c1ccc(-c2cc(-c3cccc(OC)c3)n[nH]2)cc1 | -1 | 2 | .
CC(=O)c1c(N)nc2sc3c(c2c1C(F)(F)F)CCN(C(=O)Nc1ccc(F)cc1)C3 | -4 | . | -3
CC(OC(=O)c1ccc([N+](=O)[O-])o1)C(=O)Nc1ccccc1OC(F)F (stereo not drawn) | -10 | . | -2
Cc1ccc(NC(=O)c2nnn(Cc3ccccc3)c2N)c(C)c1 | -8 | -8 | 1
Cc1cnc(CNC(=O)C2CCC(=O)N(CCCc3ccccc3)C2)cn1 (stereo not drawn) | -3&-7 | . | 15&1
CC(Oc1ccccc1Cl)C(=O)N1CCOC(COCc2cccc(C(F)(F)F)c2)C1 (stereo not drawn) | -2 | -5 | 5
COc1cc(C(=O)O[C@H]2CC[C@@]3(C)[C@@H]4CC[C@H]5[C@]6(O)C[C@H](O)[C@@]7(O)[C@@H](CN8C[C@@H](C)CC[C@H]8[C@@]7(C)O)[C@]6(O)C[C@@]53O[C@@]24O)cc(OC)c1OC | 0 | -3 | -8

Single records (already shown).
Listed for Cc1cccnc1CN1CCN(Cc2c(C)nn(C)c2Cl)CC1 = hcGAS lum = -3; mcGAS lum = .; NPYLR7 agonist = 27
Listed for COc1cc(C(=O)O[C@H]2CC[C@@]3(C)[C@@H]4CC[C@H]5[C@]6(O)C[C@H](O)[C@@]7(O)[C@@H](CN8C[C@@H](C)CC[C@H]8[C@@]7(C)O)[C@]6(O)C[C@@]53O[C@@]24O)cc(OC)c1OC = hcGAS lum = 0; mcGAS lum = -3; NPYLR7 agonist = -8
Listed for Cc1cc(C)nc(SCc2cc(=O)c(OC(=O)c3ccccc3Cl)co2)n1 = hcGAS lum = -7; mcGAS lum = -5; NPYLR7 agonist = -13

Later entries
SMILES | hcGAS lum | mcGAS lum | NPYLR7 agonist
CCO[C@H]1COC[C@@H]1NC(=O)CCC(=O)NC1CCCCCCC1 | -6 | -12 | -4
COCc1cc(C)nc(N/N=C\c2cccc(OCc3ccc([N+](=O)[O-])cc3)c2)c1C#N | 0 | -2 | -2
CN(C)S(=O)(=O)c1ccc(CNC(=O)c2cn3c(n2)CNCC3)cc1 | -5 | -18 | .
O=C(NCCCN1CCCC1=O)C1CCN(c2nccc(Nc3ccccc3)n2)CC1 | -2 | . | 4
O=C(Cc1ccc(Cl)cc1)NC1CC2CCC(C1)N2CCc1ccc(F)cc1 (stereo not drawn) | 0 | -2 | 11
CCCc1cnc2c(c1SCc1cccc([N+](=O)[O-])c1)c(=O)n(C)c(=O)n2C | -9 | -10 | 3
Cc1cccn2c(=O)c(C(=O)NCc3c(F)cccc3F)c(O)nc12 | -9 | -8 | -2
COc1cccc(COC(CN2CCN(S(=O)(=O)c3cc(C)ccc3OC)CC2)c2ccc(Cl)cc2)c1 (stereo not drawn) | 2 | -4 | 23
O=C(CNC(=O)Cc1ccccc1)N=Nc1c(O)n(CCc2ccccc2)c2ccccc12 | -5 | -3 | 2
C=CCOc1ccc(/C=C2\C(=O)N(c3ccccc3)N=C2C)cc1OC | -3 | 17 | -8
COCCCN1COc2ccc3c(=O)c(Oc4ccccc4Br)coc3c2C1 | -1 | -5 | 12
CCCCC(C(N)=O)N1C(=O)C2C3C=CC(C3)C2C1=O (stereo not drawn) | -3 | . | 1
O=C1C(=O)N(CO)c2ccccc21 | 1 | -5 | 6
C=CCN(CC(=O)N1CCc2sccc2C1COc1cccc(F)c1)C(=O)c1cccc(OC)c1 (stereo not drawn) | -3 | -4 | -1
COC(=O)c1ccc(-c2nc(CN3CCCC(c4nc5ccccc5o4)C3)c(C)o2)cc1 (stereo not drawn) | 1 | -2 | -10
O=C1CSC(=S)N1N1C(=O)C2C3C=CC(C3)C2C1=O (stereo not drawn) | -9 | . | -1
Cc1ccc(C2(c3noc(CN(C)Cc4nc5ccc(F)cc5[nH]4)n3)CCCC2)cc1 | 5 | . | 1
Cc1cc(C)nc(NS(=O)(=O)c2ccc(NC(=O)C(C)C)cc2)n1 | 17 | 2 | 20
COC(=O)c1ccc(N2CCN(C(C)=O)CC2)c(NC(=O)c2ccc(OCc3ccccc3)cc2)c1 | 2 | . | -6
CN1C(=O)C(C=NN(c2ccccc2)c2ccccc2)c2ccccc21 (stereo not drawn) | -7 | -8 | 5
CC(NC(=O)c1ccc(Cl)cc1Cl)c1nc2cc(Cl)ccc2c(=O)n1C (stereo not drawn) | -14 | -6 | 10
CC(C)CC1N=C2c3ccccc3N=C(SCc3cc(=O)n4ccccc4n3)N2C1=O (stereo not drawn) | -6 | . | 25
CN(Cc1cc(-c2ccccc2)n[nH]1)c1nccc(N2CCC(O)CC2)n1 | -2 | . | -2
C=CCOc1ccc(CNn2cn[nH]c2=S)cc1OC | -4 | . | 7
O=C(COc1cccc(Br)c1)N=Nc1c(O)[nH]c2ccc(F)cc12 | -1 | -2 | 10

In the list so far, five have a furan ring, fused or not.
SMILES | hcGAS lum | mcGAS lum | NPYLR7 agonist
CN(C)c1ccc(N)cc1CN(CC1CCCO1)C(=O)c1ccco1 (stereo not drawn) | -2 | -6 | -1
CCc1oc(C(=O)N2C[C@H]3CC=CC[C@H]3C2)cc1CN1CCCC1 | -6 | -14 | 8
CC(C)CC(C(=O)NCc1ccco1)N1C(=O)CSC1c1ccc(C(F)(F)F)cc1 (stereo not drawn) | -8 | -5 | 29
Cc1ccc(-c2nccn2-c2cccc(N3CCCC3=O)c2)o1 | -1 | . | -5
CC(OC(=O)c1ccc([N+](=O)[O-])o1)C(=O)Nc1ccccc1OC(F)F (stereo not drawn) | -10 | . | -2

Further results
SMILES | hcGAS lum | mcGAS lum | NPYLR7 agonist
CCc1nc2ccc(C(=O)N3CCN(c4ccccc4)CC3)cn2c1N(C)C(=O)Nc1ccccc1OC | -7 | -3 | -5
O=C(Oc1ccc2oc3c(c2c1)CCCC3)c1cccs1 | -3 | . | 0
COc1ccc(N=Cc2nc(-c3ccccc3)oc2O)cc1 | 1 | -4 | -7
CO[C@H]1[C@H](NC(=O)c2ccccn2)c2ccccc2C12CCN(C(=O)C1=C(C)OCCO1)CC2 | -9 | -12 | 19
O=C(Cc1ccccc1)Nc1ccc(C2SCC(=O)N2c2ccc3c(c2)CCC3)cc1 (stereo not drawn) | -9 | -8 | .
O=c1[nH]c(=O)n(C2CC(O)C(CO)O2)cc1F (stereo not drawn) | -4 | . | 12
CCc1nc(C)cc(N2CCCC(C(=O)c3ccccc3OC)C2)n1 (stereo not drawn) | -6 | -13 | 1
O=C(Nc1ccc2c(c1)CCC2)c1cc2n(n1)CCN(Cc1cccc(C(F)(F)F)c1)C2=O | -7 | -8 | 24
CC1(C)OC(=O)C(C(c2ccco2)C(C#N)C(N)=O)C(=O)O1 (stereo not drawn) | -3 | . | 2
Cc1cccc(CN2CCCC3(CCN(Cc4cccc(OCCO)c4)C3)C2)c1 (stereo not drawn) | -9 | . | 4
O=C(CSc1ccccn1)NC1CCCc2c1cnn2-c1ccc(F)cc1F (stereo not drawn) | -4 | . | 1
O=C(C1Cc2cc([N+](=O)[O-])ccc2N2CCN(c3ccccc3Cl)CC12)N1CCOCC1 (stereo not drawn) | -1 | -2 | .
O=C(O)CCC(=O)N1Cc2[nH]cnc2C[C@H]1C(=O)NC1CCCCC1 | -4 | -7 | -9
Cc1ccc(Cc2nc(N3CCCN(C(=O)c4ccccc4Br)CC3)c3c(C)nn(-c4ccc(F)cc4)c3n2)cc1 | 1 | -3 | -4
C=CC(C)(O)CNCc1nc(-c2ccc(C)c(Cl)c2)no1 (stereo not drawn) | -4 | -10 | .
COc1cccc(CN(CCc2c[nH]c3ccccc23)Cc2nc(C(=O)N3CCN(C(C)=O)CC3)co2)c1 | -1 | -3 | 18
CN1CC[C@H](N(Cc2ccccc2)C(=O)c2cnccn2)C[C@H](O)C1 | -1 | -7 | 3
COc1cccc(-c2nnc3ccc(OCCNC(=O)CC(C)C)nn23)c1 | -3 | -7 | -7
CC(C)c1nc(CN(C)C(=O)/C=C/c2cnn(C)c2)cs1 | -2 | -16 | .
N#Cc1ccc(NC(=O)Cc2ccc(Cl)c(Cl)c2)cc1 | -10 | . | 6
CCc1ccc(C(C2Sc3nc(CC)nn3C2=O)N2CCN(C(C)=O)CC2)cc1 (stereo not drawn) | -4 | -5 | -3
Cc1cc(=O)[nH]c(-n2nc(C)c(CCC(=O)NCC3CCCO3)c2C)n1 (stereo not drawn) | -9 | . | 1
CCN(C(=O)c1sc(NC(=O)CCl)c(C#N)c1C)C1CCCCC1 | -3 | 1 | -7

Source: PubChem BioAssay (Fisher Drug Discovery Resource Center)
